Screens as filed in PubChem BioAssay.
AID2073 = inhibitors of Mint1-CaV2.2 protein interaction, biochemical, HTRF (AID 2073). HTRF protein-protein interaction, Mint1-CaV2.2; higher % means a stronger effect. inhibition, % at 20 µM, or IC50 in µM where a hit was titrated. 0.19% of 290,000 active; in the data active = inhibition mostly above about 51%, no sharp cut-off; also: some results filed as inactive read as strong as hits
Siah-1 displacement = Siah-1 peptide-binding antagonists, primary screen, biochemical, fluorescence polarization, rhodamine-plectin, uHTS (AID 1817). Siah-1 / rhodamine-plectin peptide fluorescence polarization; higher % means a stronger effect. 0.02% of 290,000 active. displacement, % at 20 µM; hits with a dose series show IC50 in µM;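 active = displacement of at least 50% at 20 µM, with a fluorescence ratio check between 0.3 and a set limit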;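 also: plate controls were Siah plus tracer with DMSO for no effect and tracer alone without Siah for full effect; strong numbers were not always called active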
Dynein transport = blocks dynein driven cargo transport along microtubules. z-score, hits read low. 3617.4 mouse cells, GR-EGFP nuclear translocation imaging; test concentration mostly 20 µM; stimulated with dexamethasone, 1 µM; stronger effect = lower value. 0.47% of 220,000 active;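 active = plate z-score of nuclear minus cytoplasmic receptor signal below a set negative limit, without overly bright fluorescence or cell loss, cut at about -3.5 in these data, passing the limit was not always enough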;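 also: z-score of nuclear minus cytoplasmic ring GR-EGFP intensity difference per well; some compounds called inactive have numbers as strong as hits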
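Buffer or medium: tet-free, stripped-serum medium; Also added: dexamethasone, 1.0 µM final; Technique: high-content fluorescence imaging after fixation; Times: 48 h induction, 1 h compound, 30 min dex at 37 °C; Read-out: per-cell GR-EGFP intensity, nucleus versus surrounding cytoplasmic ring, well-averaged.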
XIAP antagonists = XIAP antagonists, biochemical, IAP family, fluorescence polarization (AID 1018) | XIAP BIR domain, fluorescence polarization peptide displacement; higher % means a stronger effect | one-dose displacement, % at 20 µM; IC50 in µM for titrated hits | 0.007% of 200,000 active; in the data active = displacement above about 50%; also: a part of the inactive calls stands beside numbers as strong as those of hits
LYP inhibition = PTPN22 lymphoid phosphatase activity blockers – biochemical, fluorescence intensity, uHTS (AID 1779); 0.054% of 290,000 active; inhibition, % at 11.5 µM; hits with a dose series show IC50 in µM; recombinant LYP phosphatase, fluorescence intensity; higher % means a stronger effect;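 also: plate controls were vehicle with enzyme for no effect and no enzyme for full effect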
M17LAP inhibition = P. falciparum M17LAP inhibitors, primary screen, biochemical, fluorogenic H-Leu-NHMec substrate, 1536-well (AID 1619); recombinant M17LAP, H-Leu-NHMec fluorogenic kinetic assay; higher % means a stronger effect; inhibition, % at 30 µM, or IC50 in µM where a hit was titrated; 0.38% of 220,000 active;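 active = compound inhibiting the enzyme by more than half at any dose during confirmatory dose-response retesting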;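 also: plate controls were full reaction with DMSO carrier for no effect and no enzyme background for full effect; strong numbers were not always called active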
human PMI inhibitors = human PMI inhibitors, high substrate, primary screen, biochemical, fluorescence intensity, high mannose 6-phosphate (AID 1220); inhibition, % at 20 µM; hits with a dose series show IC50 in µM; recombinant PMI enzyme, coupled fluorescence intensity; higher % means a stronger effect; 0.66% of 190,000 active
P. falciparum M1AAP = malaria alanyl aminopeptidase activity blockers – biochemical, fluorogenic H-Leu-NHMec substrate, 1536-well (AID 1445) | inhibition, % at 30 µM, or IC50 in µM where a hit was titrated | 0.42% of 220,000 active | recombinant M1AAP, H-Leu-NHMec fluorogenic kinetic assay; higher % means a stronger effect;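 active = primary inhibition above the hit cutoff, then over 50% inhibition at one or more dose response concentrations, cut at about 23% in these data, passing the limit was not always enough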;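 also: plate controls were DMSO full reaction for no effect and no enzyme background for full effect; strong numbers were not always called active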
human PMI inhibition = inhibitors of human PMI, primary screen, biochemical, fluorescence intensity, coupled assay (AID 1209) | purified PMI enzyme, coupled fluorescence intensity; higher % means a stronger effect | one-dose inhibition, % at 20 µM; IC50 in µM for titrated hits | 0.42% of 190,000 active;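 also: plate controls were DMSO vehicle for no effect and wells lacking substrate for full effect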
Dynein transport cytoplasmic EGFP = further read-out of Dynein transport, marked with its call; z-score; measured here: cytoplasmic GR-EGFP intensity; stronger effect = higher value
Dynein transport nuclear GR-EGFP = second read-out of Dynein transport, no call of its own (marks repeat the call); z-score; measured here: nuclear GR-EGFP intensity;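 lower value marks the stronger effect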
Dynein transport cell count = further read-out of Dynein transport, marked with its call; z-score; measured here: cell count per field
Numbers without * were called inactive; . = no result given. Rule as the data show it, unless noted: active = inhibition above about 50%; inactive = the rest. These rows are one share of the data; the hit share may differ from the screen's.

SMILES | AID2073 | Siah-1 displacement | Dynein transport | Dynein transport cytoplasmic EGFP | Dynein transport nuclear GR-EGFP | Dynein transport cell count | XIAP antagonists | LYP inhibition | M17LAP inhibition | human PMI inhibitors | P. falciparum M1AAP | human PMI inhibition
Cc1cccc(-n2c(O)c(/C=N/N3CCOCC3)c(=O)[nH]c2=S)c1 | 20% | 5% | -0.26 | -0.15 | -0.26 | -0.34 | -7.8% | -5% | 5% | -4% | 3% | -6%
CCP(=S)(CC)c1ccc(N(C)C)cc1 | -2% | 1% | -0.55 | -0.33 | -0.38 | 0.72 | -4.6% | -2% | -8% | -4% | -1% | -6%
CN1C(=O)C(=Cc2ccccc2Oc2ccc(Cl)c(F)c2)C(=O)N(C)C1=O | 7% | 2% | 0.21 | -0.18 | -0.63 | -0.59 | -7.7% | 2% | 30% | -12% | 11% | -4%
CC(C)CC(NC(=O)C1CCCCC1)C(=O)N1CCC2(CC1)OCCO2 (stereo unspecified) | 0% | -1% | -0.031 | -0.38 | 0.15 | 0.42 | -7.4% | -7% | -8% | -14% | 0% | -8%
C#C[C@]1(O)CC[C@H]2[C@@H]3CCC4=CC(=O)CC[C@]4(C)[C@H]3CC[C@@]21C | 2% | -3% | 0.13 | -0.21 | 0.52 | 0.38 | -9.6% | -1% | 15% | 2% | 10% | 1%
CNc1cc(Cl)c2nonc2c1[N+](=O)[O-] | -62% | 57% | -7* | 4* | -2.1* | 1.1* | 5.0% | 0% | 6% | 48% | 6% | 24%
CCOC(=O)C1=C(N)Oc2ccccc2C12C(=O)N(CC(=O)OC)C(CC(=O)OC)=C2C(=O)OC (stereo unspecified) | -7% | 0% | -0.5 | -0.25 | -0.85 | 0.0061 | -4.3% | -2% | 7% | 13% | 2% | 2%
Cc1csc(=N)n1Cc1ccccc1 | 4% | 15% | 0.41 | -0.25 | 0.29 | 0.64 | -17% | -5% | 5% | 4% | 3% | 10%
Cc1c(C(=O)N2CCC3(CC2)OCCO3)oc2ccccc12 | 2% | -1% | -0.7 | -0.24 | -0.11 | 0.46 | -3.7% | -4% | 4% | 10% | 4% | 12%
C=CC1CN2CCC1CC2c1[nH]c2ccccc2c1CCO (stereo unspecified) | 12% | -2% | 0.13 | 0.64 | 0.11 | -0.87 | -1.3% | 2% | 10% | 0% | 0% | -8%
Cc1ccc(/C=C2\C(=O)NC(=O)N(CCc3ccc(F)cc3)C2=O)s1 | 40% | -1% | 0.56 | 0.5 | 1.2 | -1 | -5.7% | -3% | 6% | -15% | 0% | -18%
C=CCNC(=O)c1c(N)n(Cc2ccco2)c2nc3ccccc3nc12 | 41% | -3% | -0.88 | 0.02 | -0.57 | 0.76 | -4.1% | -6% | -55% | 16% | 24%* | 4%
O=C1C2CCCN2C(c2cccs2)N1c1ccccn1 (stereo unspecified) | -6% | -6% | 1.3 | -0.42 | 0.41 | -0.43 | -5.1% | -6% | 3% | 2% | -5% | 7%
COc1ccc(C(c2c(O)c3ccccc3oc2=O)c2c(C)n(C)n(-c3ccccc3)c2=O)cc1 (stereo unspecified) | 5% | 0% | -0.36 | -0.24 | 0.43 | 0.54 | -5.2% | 1% | -22% | 1% | 9% | 4%
C=CCn1c(O)c(C(C)=NCc2cc(OC)cc(OC)c2)c(=O)[nH]c1=O | 0% | -3% | -0.19 | -0.22 | 0.012 | 0.49 | -1.1% | -7% | 6% | 1% | 11% | -6%
O=C(Cc1ccccc1)N1CCN(Cc2c[nH]c3ccccc23)CC1 | 0% | -2% | 1.1 | -0.015 | 0.97 | -1.1 | -10% | -8% | 6% | 16% | 3% | 14%
Cc1ccc(CN2C(=O)CN=C(c3ccccc3)c3ccccc32)cc1 | -4% | -2% | -0.46 | -0.3 | -0.67 | 0.57 | -3.0% | -7% | 18% | -5% | 8% | 15%
Fc1ccc(CCNCc2ccccc2Cl)cc1 | -3% | 2% | 0.63 | -0.28 | 0.46 | 0.073 | -2.8% | -11% | -1% | -4% | 1% | -5%
Cn1c(O)c(C=Nc2ccccc2-c2ccccc2)c(=O)n(C)c1=O | 18% | 8% | -0.26 | 0.2 | 0.3 | -0.033 | . | -7% | 7% | . | 4% | .
Cc1cccc(C2=NCC(=O)N(CC(=O)NCc3ccco3)c3sc4c(c32)CCCC4)c1 | 17% | -4% | -1.1 | -0.084 | -0.67 | -0.27 | -7.6% | -1% | 4% | 1% | 8% | 11%
O=C1NC(=O)N(C2CCCCC2)C(=O)C1C1c2ccccc2C(=O)N1Cc1ccccc1 (stereo unspecified) | 3% | 5% | 0.38 | -0.35 | 0.24 | 0.11 | -3.4% | -9% | 11% | -2% | 11% | -10%
O=C(COc1ccccc1)N1CCN(C2CC3CCC2C3)CC1 (stereo unspecified) | -3% | 2% | -0.69 | -0.12 | -0.3 | 0.81 | -1.6% | -3% | -5% | -13% | 0% | -8%
COc1ccc(-n2c(=O)[nH]c3ccccc3c2=O)cc1 | 8% | -1% | -1 | -0.31 | -0.29 | 0.28 | -0.1% | 4% | 12% | 0% | -1% | 0%
O=C1NC(=O)C2=Cc3ccc(O)cc3OC2(O)N1 (stereo unspecified) | 19% | -1% | 0.56 | -0.25 | 0.33 | 0.13 | -5.5% | -6% | 11% | 2% | 8% | 7%
C/C(=N\Nc1ccccc1)c1c(O)n(-c2ccccc2)c(=O)[nH]c1=O | -5% | -6% | -0.25 | -0.27 | -0.19 | 0.91 | . | -2% | 1% | . | 3% | .
New compounds follow.
SMILES | AID2073 | Siah-1 displacement | Dynein transport | Dynein transport cytoplasmic EGFP | Dynein transport nuclear GR-EGFP | Dynein transport cell count | XIAP antagonists | LYP inhibition | M17LAP inhibition | human PMI inhibitors | P. falciparum M1AAP | human PMI inhibition
O=C(Nc1ccc(F)cc1F)c1cccn(Cc2ccccc2)c1=O | 4% | 1% | 1.3 | -0.35 | 0.84 | 0.43 | -6.7% | 2% | -10% | 3% | 1% | 4%
O=c1[nH]c(=S)n(CCC2=CCCCC2)c(O)c1/C=N/N1CCOCC1 | -23% | 4% | 0.45 | -0.023 | 0.84 | -1.1 | . | 1% | 1% | . | 11% | .
Cc1nc2ccccc2c(=O)n1-c1ccccc1C(F)(F)F | 13% | 2% | 0.34 | -0.14 | 0.75 | 0.39 | -3.6% | -8% | -1% | -11% | 4% | -6%
COc1c(O)ccc2c1-c1c3c(cc4c1C(C2)N(C)CC4)OCO3 (stereo unspecified) | 20% | 18% | -0.3 | -0.26 | 0.22 | 0.26 | -6.6% | -1% | -3% | 27% | 5% | 3%
Cc1cc(N2CCOCC2)ccc1/C=C1\C(=O)NC(=O)N(c2ccccc2)C1=O | 7% | -3% | -0.57 | -0.21 | -0.43 | 0.17 | -10% | -3% | 2% | . | 6% | .
Cn1c(O)c(N=Nc2cccc(S(=O)(=O)N3CCOCC3)c2)c(=O)n(C)c1=O | -8% | 20% | 0.18 | -0.24 | 0.38 | 0.2 | -4.1% | 6% | -3% | -1% | 14% | -5%
O=C1NC(=O)N(c2ccccc2)C(=O)/C1=C/c1ccoc1 | 18% | 17% | 1.2 | -0.38 | 0.85 | 0.2 | -3.7% | 2% | 19% | -89% | 8% | -67%
CC(=O)c1c(C)n(Cc2ccccc2Cl)c2ccc(O)cc12 | 7% | -5% | -0.27 | -0.22 | -0.056 | 0.068 | -6.8% | -6% | -18% | 17% | -2% | 7%
Clc1ccc(COC(Cn2ccnc2)c2ccc(Cl)cc2Cl)cc1 (stereo unspecified) | -5% | 7% | 0.35 | -0.31 | 0.37 | 0.39 | -2.9% | 1% | 10% | -7% | -8% | -11%
CCN(CC)CCCC(C)N=C(c1ccccc1)c1c(O)n(C)c(=O)n(C)c1=O (stereo unspecified) | -1% | 2% | 0.41 | -0.18 | 0.23 | -0.16 | -0.1% | -3% | 0% | -4% | 3% | -8%
CN(C)c1ccc(CN2CC=C(c3ccc(F)cc3)CC2)cc1 | 1% | 6% | 1.3 | -0.19 | 0.71 | -0.6 | -1.3% | -5% | 18% | 2% | 1% | 4%

Whole records, quoted from the list. Order of values: AID2073 | Siah-1 displacement | Dynein transport | Dynein transport cytoplasmic EGFP | Dynein transport nuclear GR-EGFP | Dynein transport cell count | XIAP antagonists | LYP inhibition | M17LAP inhibition | human PMI inhibitors | P. falciparum M1AAP | human PMI inhibition
O=C(Nc1ccc(F)cc1F)c1cccn(Cc2ccccc2)c1=O reads 4% | 1% | 1.3 | -0.35 | 0.84 | 0.43 | -6.7% | 2% | -10% | 3% | 1% | 4%
CN(C)c1ccc(CN2CC=C(c3ccc(F)cc3)CC2)cc1 reads 1% | 6% | 1.3 | -0.19 | 0.71 | -0.6 | -1.3% | -5% | 18% | 2% | 1% | 4%

Laid out differently: entries from further up.
mol	AID2073	Siah-1 displacement	Dynein transport	Dynein transport cytoplasmic EGFP	Dynein transport nuclear GR-EGFP	Dynein transport cell count	XIAP antagonists	LYP inhibition	M17LAP inhibition	human PMI inhibitors	P. falciparum M1AAP	human PMI inhibition
O=C(Nc1ccc(F)cc1F)c1cccn(Cc2ccccc2)c1=O	4%	1%	1.3	-0.35	0.84	0.43	-6.7%	2%	-10%	3%	1%	4%
O=c1[nH]c(=S)n(CCC2=CCCCC2)c(O)c1/C=N/N1CCOCC1	-23%	4%	0.45	-0.023	0.84	-1.1	.	1%	1%	.	11%	.
Cc1nc2ccccc2c(=O)n1-c1ccccc1C(F)(F)F	13%	2%	0.34	-0.14	0.75	0.39	-3.6%	-8%	-1%	-11%	4%	-6%
COc1c(O)ccc2c1-c1c3c(cc4c1C(C2)N(C)CC4)OCO3 (stereo unspecified)	20%	18%	-0.3	-0.26	0.22	0.26	-6.6%	-1%	-3%	27%	5%	3%
Cc1cc(N2CCOCC2)ccc1/C=C1\C(=O)NC(=O)N(c2ccccc2)C1=O	7%	-3%	-0.57	-0.21	-0.43	0.17	-10%	-3%	2%	.	6%	.
Cn1c(O)c(N=Nc2cccc(S(=O)(=O)N3CCOCC3)c2)c(=O)n(C)c1=O	-8%	20%	0.18	-0.24	0.38	0.2	-4.1%	6%	-3%	-1%	14%	-5%
O=C1NC(=O)N(c2ccccc2)C(=O)/C1=C/c1ccoc1	18%	17%	1.2	-0.38	0.85	0.2	-3.7%	2%	19%	-89%	8%	-67%
